# TCR-CD3 inh – human TCR-CD3 binding inhibition; inhibition, % at 9.4 µM; actives 0.37% (n = 360,000); AID 651800; TAMRA-labeled TCR probe fluorescence, biochemical; in the data active = inhibition above about 19%;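 also: recombinant mutant TCR 2C K166C tagged with TAMRA read by polarization; 0% = receptor in buffer alone and 100% = receptor with positive control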
# LEDGF integ inh – blocks HIV-1 LEDGF/p75-dependent DNA integration; TR-FRET IN-LEDGF/p75 DNA integration, Eu/Cy5; inhibition, % at 3.7 µM; actives 0.64% (n = 370,000); AID 743269;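 active = inhibition above the screen-wide mean plus 3 SD, cut at about 13% in these data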;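 also: signal is the Cy5 over europium emission ratio at 671 and 618 nm; 0% = plate median of compound wells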
# TDP2 absorb – blocks human TDP2 phosphodiesterase activity | O95551 | recombinant TDP2, T5PNP hydrolysis, p-nitrophenol absorbance 415 nm | inhibition, % at 12.8 µM | actives 0.34% (n = 370,000) | AID 720702;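 active = inhibition above the mean of all tested compounds plus 3 SD, set per campaign, cut at about 25% in these data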;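 also: 0% = DMSO with enzyme and 100% = buffer with substrate but no TDP2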
#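 Evaluation: % inhibition relative to enzyme-containing and enzyme-free wells. Material: recombinant human TDP2. Benchmarks: enzyme-free and DMSO wells. Timing: enzyme reaction with compound for 2 h at 37 °C. Compound dosing: 12.8 µM only. Measured by: p-Nitrophenol epi absorbance. Reagent: T5PNP substrate at 5 mM, a TopII-DNA adduct mimic. Replication: single well per compound.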
# SIAE inh – blocks human sialic acid acetylesterase; Q9HAT2; SIAE FP-Rh probe binding, fluorescence polarization; inhibition, % at 9.66 µM; actives 0.69% (n = 370,000); AID 1053197;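 active = inhibition above a cutoff: mean of compounds within the control limits plus 3 SD of those, cut at about 17% in these data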;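 also: 0% = plate median of compound wells and 100% = probe without SIAE protein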
# PRMT1 FP inh – inhibitors of human PRMT1; recombinant PRMT1, activity-based probe fluorescence polarization; inhibition, % at 2.79 µM; actives 1.3% (n = 370,000); AID 652257;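 active = inhibition above about 21% made by adding two undisclosed values, limit read from the data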
# Tn7 DDE FP – DD(E)-Tn7 binding inhibition, primary FP screen; inhibition, % at 8.3 µM; actives 0.13% (n = 370,000); FP displacement of FITC-Tn7 peptide from fibrin DD(E); 0% = median of compound wells per plate; P02675;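 active = inhibition above the mean of compounds falling within the control limits plus 3 SD of them, cut at about 14% in these data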;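 also: 0% = plate median of compound wells and 100% = 10 µM Aha-Tn7 peptide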
# Target sequence (P02675 whole entry, looked up): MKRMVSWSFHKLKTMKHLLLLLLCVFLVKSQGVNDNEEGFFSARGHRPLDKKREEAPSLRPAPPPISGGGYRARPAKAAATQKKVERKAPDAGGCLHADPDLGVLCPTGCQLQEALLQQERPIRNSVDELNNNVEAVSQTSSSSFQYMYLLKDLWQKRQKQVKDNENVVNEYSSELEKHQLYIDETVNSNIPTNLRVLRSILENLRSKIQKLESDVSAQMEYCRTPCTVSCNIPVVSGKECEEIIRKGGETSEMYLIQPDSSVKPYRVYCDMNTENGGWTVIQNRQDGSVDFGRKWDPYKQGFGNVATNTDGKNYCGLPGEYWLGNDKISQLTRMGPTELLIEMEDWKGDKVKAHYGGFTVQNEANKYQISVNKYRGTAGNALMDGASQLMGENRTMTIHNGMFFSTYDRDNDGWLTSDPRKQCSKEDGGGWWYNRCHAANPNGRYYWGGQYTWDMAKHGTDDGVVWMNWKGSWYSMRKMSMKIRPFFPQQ
#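 system = human fibrin DD(E) protein | quantity = DD(E) 2 µM final | medium = Tris/NaCl/CaCl2 buffer, pH 7.8 | also added = labelled Tn7 tracer, 0.1 µM | compound dosing = single point at 8.3 µM | timing = compound with protein 10 min, then 3 h after probe, room temperature | signal = FP measurement | benchmarks = Aha-Tn7 high control | repeats = one replicate per compound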
# PG9 Ab binder – PG9 antibody binding by small molecule; TR-FRET gp120-PG9 antibody binding; inhibition, % at 6.7 µM; actives 0.43% (n = 360,000); AID 624416; in the data active = inhibition above about 8.5%
# mABHD4 FP – ABHD4 (mouse) inhibition, primary FP screen | inhibition, % at 8.92 µM | actives 0.54% (n = 370,000) | purified mABHD4, FP-Rh probe fluorescence polarization | Q8VD66;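 active = inhibition exceeding the mean over every tested compound plus 3 SD, cut at about 30% in these data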;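 also: 0% = plate median of compound wells and 100% = S159A mutant with DMSO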
# Target sequence (Q8VD66 whole entry, looked up): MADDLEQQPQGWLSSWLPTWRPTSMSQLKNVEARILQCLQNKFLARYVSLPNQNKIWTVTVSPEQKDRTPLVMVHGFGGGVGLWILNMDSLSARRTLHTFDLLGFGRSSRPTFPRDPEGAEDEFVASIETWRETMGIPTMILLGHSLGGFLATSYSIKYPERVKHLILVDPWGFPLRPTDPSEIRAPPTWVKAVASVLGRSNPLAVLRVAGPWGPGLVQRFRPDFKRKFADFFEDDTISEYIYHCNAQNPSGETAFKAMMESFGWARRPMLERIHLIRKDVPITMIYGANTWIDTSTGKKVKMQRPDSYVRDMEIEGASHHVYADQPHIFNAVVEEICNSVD
#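 Doses – 8.92 µM, single dose · Material – wild-type mouse ABHD4 protein · Replication – single well per compound (singlicate) · Measure – percent inhibition of probe binding, normalized to plate controls · Schedule – 45 min compound pre-incubation plus 60 min probe step, 25 °C · Detection – fluorescence polarization with parallel and perpendicular emission, 525/598 nm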
# UHRF1 MBD2 ctr – UHRF1 methyl-DNA binding inhibition; Q96T88; actives 0.75% (n = 370,000); inhibition, % at 4.4 µM; UHRF1 binding to methylated oligo, TR-FRET; in the data active = inhibition above about 21%;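 also: UHRF1 SRA domain binding a hemimethylated CpG hairpin DNA probe; 0% = median of test compound wells and 100% = reference inhibitor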
# HTRA1 inhibitor – inhibitors of human serine peptidase HTRA1. recombinant HTRA1, FP-rhodamine activity-based probe, fluorescence polarization. Q92743. AID 504803. inhibition, % at 5.96 µM. actives 0.5% (n = 340,000); in the data active = inhibition above about 36%;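 also: 0% = enzyme with DMSO and 100% = wells lacking enzyme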
# * hit, by the source's call; / = not tested or not shown. No enrichment for hits (roughly 4.2% active in at least one column).
SMILES,TCR-CD3 inh,LEDGF integ inh,TDP2 absorb,SIAE inh,PRMT1 FP inh,Tn7 DDE FP,PG9 Ab binder,mABHD4 FP,UHRF1 MBD2 ctr,HTRA1 inhibitor
CC(C)(C)NC(=O)CSc1nccn1Cc1ccccc1,-5,1,1,2,3,6,1.5,2,1,4
Cc1cc(N2CCN(c3nc(-c4ccccc4)cs3)CC2)c2ccccc2n1,-1,6,2,5,-4,0,0.5,2,0,-10
CNCCOc1ccc(Cl)c(Cl)c1,5,0,5,5,-1,3,1.7,6,0,9
O=C(NCc1ccc(F)cc1)C(=O)NCC(c1ccco1)N1CCOCC1 (centres undefined),-2,-4,-9,3,3,0,0.4,7,4,2
Cn1c(=O)n(C)c2cc([N+](=O)[O-])c(N3CCN(C(=O)C(C)(C)C)CC3)cc21,-3,-6,5,-7,0,-5,1.7,7,-11,2
CCCOc1ccc(F)cc1-c1cc(C(=O)NC(C)C)[nH]n1,5,-5,-1,-1,-1,-3,-1.1,-2,-2,/
Cc1cccc(NC(=S)N2CCN(Cc3ccc4c(c3)OCO4)CC2)c1C,2,-3,7,-3,-2,-2,-3.4,9,-2,-1
COc1cccc(/C=N/NC(=O)CN2C(=O)NC3NC(=O)NC32)c1 (centres undefined),9,-5,-1,0,-1,0,-1.9,-9,-3,2
CCOC(=O)N1CCN(S(=O)(=O)N2CCCC(C(=O)NCCCN3CCC(C)CC3)C2)CC1 (centres undefined),2,1,-3,-4,-1,4,-1.1,0,0,0
N#Cc1c2ccc(OCC(N)=O)cc2n2ccccc12,0,6,8,4,-1,-5,-10,5,-1,3
O=S(=O)(c1cccc2nsnc12)N1CCN(Cc2ccccc2)CC1,-1,2,-2,9,-2,-4,-2.8,0,-1,1
CC(C)(C)c1nc(SCC(=O)N2CCCC2)c2ccccc2n1,7,4,0,1,1,-3,0.3,4,1,0
COc1cccc(CNc2ncc(C(=O)Nc3cc(OC)c(OC)c(OC)c3)c(C)n2)c1,-2,0,3,-2,-2,-1,0.3,-1,0,-11
CC(C)(C)c1ccc(-c2nc3cc(N)ccc3o2)cc1,5,6,4,2,-5,10,2.9,8,-1,0
C[C@@H](C(=O)N=c1sc2ccccc2n1C)N1C(=O)C2CC=CCC2C1=O (some centres undefined),4,-2,3,0,3,4,-0.7,6,-1,-2
CCOC(=O)Cc1csc(/C(=N/O)C(N)=O)n1,-4,-7,-1,0,1,2,-0.3,0,2,-4
Cn1c2ccccc2c2cc(C(=O)NNC(=O)CCl)sc21,1,-6,12,-2,8,-5,0.5,5,3,2
C/C(=N\NC(=O)c1cc(C)nc2ccccc12)c1cccc(Cl)c1,-2,2,-9,7,-6,-2,-2.0,-6,0,2
CN(C(=O)C1CCCN(c2ncnc3c2nc2n3CCCCC2)C1)c1cccc(Cl)c1 (centres undefined),5,4,7,-7,-2,2,0.5,3,-2,-13
CC(C)C(=O)Nc1ccc(C(=O)NCc2cccnc2)cc1,-6,2,8,3,10,4,0.3,1,0,1
O=C(CN1CCN(S(=O)(=O)c2ccccc2)CC1)NC(=O)NCc1ccco1,3,6,-13,10,-3,-6,-4.3,-1,-2,-2
CCN1CCCCC(NC(=O)c2ccc(C)cc2)C1=O (centres undefined),/,8,2,-7,-10,5,/,-10,0,/
CSCCCN1CCCC(CO)(Cc2ccccc2F)C1 (centres undefined),9,-5,-8,-1,-3,1,0.5,2,0,8
CCc1cccc(CC)c1NC(=O)COC(=O)/C(C#N)=C/c1ccc(OC)cc1,0,-3,0,0,1,2,2.4,-5,-3,5
Cc1ccccc1NC(=O)c1ccc2c(c1)OCCO2,2,-5,-2,6,2,3,0.8,6,1,0
Cn1cc(-c2ccccc2C(=O)O)c(=O)c2cc(Cl)ccc21,2,3,3,7,-3,0,0.4,4,-8,-2
NC(=O)CSc1nnc(C2CC2)n1-c1ccccc1,-6,2,7,2,1,-3,1.7,-3,-1,2
S=C(NCc1ccccc1)NCc1ccc2c(c1)OCO2,2,-1,2,4,1,-1,-1.6,-2,-2,-1
COc1ccccc1CN(C)C(=O)c1ccccc1SCC(=O)N1CCCC1,1,6,1,-4,2,1,2.1,0,0,4
COCCCn1c(C(=O)NCCN2CCOCC2)cc2c(=O)n3ccccc3nc21,11,2,6,1,-1,1,0.6,10,-1,-7

# Part of the list above, field by field:
O=C(CN1CCN(S(=O)(=O)c2ccccc2)CC1)NC(=O)NCc1ccco1
  TCR-CD3 inh: 3
  LEDGF integ inh: 6
  TDP2 absorb: -13
  SIAE inh: 10
  PRMT1 FP inh: -3
  Tn7 DDE FP: -6
  PG9 Ab binder: -4.3
  mABHD4 FP: -1
  UHRF1 MBD2 ctr: -2
  HTRA1 inhibitor: -2

CCN1CCCCC(NC(=O)c2ccc(C)cc2)C1=O (centres undefined)
  TCR-CD3 inh: /
  LEDGF integ inh: 8
  TDP2 absorb: 2
  SIAE inh: -7
  PRMT1 FP inh: -10
  Tn7 DDE FP: 5
  PG9 Ab binder: /
  mABHD4 FP: -10
  UHRF1 MBD2 ctr: 0
  HTRA1 inhibitor: /

# (listing goes on)
SMILES,TCR-CD3 inh,LEDGF integ inh,TDP2 absorb,SIAE inh,PRMT1 FP inh,Tn7 DDE FP,PG9 Ab binder,mABHD4 FP,UHRF1 MBD2 ctr,HTRA1 inhibitor
COCCn1c(C)cc(C(=O)CSc2nc3ccccc3c(=O)n2C(C)COC)c1C (centres undefined),2,-2,-4,0,2,-2,-1.3,0,-1,-6
CCN1C(=O)[C@H]2[C@@H](c3ccc(C)cc3)N3C(=O)N(c4cccc(Cl)c4)C(=O)[C@@]3(Cc3ccccc3)[C@H]2C1=O,0,0,3,3,-2,0,-0.6,-8,3,-20
COc1ccc(-c2cc3c(=O)n(CC(=O)NCCCN4CCC(N5CCCCC5)CC4)ncn3n2)cc1,-8,3,-10,-2,5,4,1.2,-13,2,-2
O=C(c1ccccc1NS(=O)(=O)c1ccc(Br)s1)N1CCOCC1,4,0,-14,-7,-1,-2,-0.7,3,-1,7
CCCC(=O)Nc1ccc(N2CCOCC2)cc1,5,-3,4,2,-2,-4,-0.5,0,-2,3
Fc1cccc(-c2cncc(N3CCN(CCN4CCCC4)CC3)n2)c1,-3,0,9,2,0,-6,-2.0,-5,1,/
COc1ccc(C(=O)Nc2sc3c(c2C(=O)NCc2ccco2)CCCC3)cc1OC,3,-3,-9,0,1,3,1.1,1,13,-8
CCCCCCn1c(N2CCCC2)nc2c1c(=O)n(C)c(=O)n2C,-1,2,10,0,-4,1,0.2,-5,-3,9
CCOC(=O)C1(CCc2ccccc2)CCN(C(=O)c2occc2C)CC1,-3,2,-8,8,1,-4,-1.4,-2,2,0
CC(/C=N/NC(=O)c1ccc(CN2c3cccc4cccc(c34)S2(=O)=O)cc1)c1ccccc1 (centres undefined),9,1,-7,-35,-4,0,-0.5,-25,-1,-22
CC(C)(C)NC(=O)C(c1ccccc1)n1c(=O)c(-c2ccco2)nc2ccccc21 (centres undefined),-5,1,12,2,26*,5,0.3,-12,-6,/
Cc1cc(C)c2cc(CN(CCN(C)C)C(=O)Nc3ccccc3Cl)c(=O)[nH]c2c1,8,2,-1,5,-2,-7,3.1,0,-4,-3
CC(C)CCNC(=O)C1CCN(S(=O)(=O)c2ccc3nc4c(c(C(=O)O)c3c2)CCCCC4)CC1,4,-2,10,-6,1,-4,-1.2,0,0,-1
COC(=O)c1cc(S(=O)(=O)N(Cc2ccccc2)C(C)(C)C)c[nH]1,6,2,-11,-11,-5,2,-1.0,-2,-3,-12
Cc1cc(N2C(=O)CC(C(C)c3ccccc3)C2=O)no1 (centres undefined),2,1,6,0,3,-2,1.6,-1,2,-1
CCN1CCN(S(=O)(=O)c2c(C)cc(C)cc2C)CC1,2,-1,-1,-2,-2,-4,0.7,2,-1,2
CCCn1c(SCC(=O)c2ccc3c(c2)OCCO3)nnc1-c1ccco1,7,0,1,2,2,5,-0.3,3,-2,-12
CCOC(=O)c1cn(CC(=O)Nc2cccc(Cl)c2C)nn1,-2,-1,-4,-8,-5,3,-0.6,-1,-2,0
O=S(=O)(NCCc1ccccc1)c1ccc(S(=O)(=O)N2CCCCC2)cc1,-2,1,-6,3,-2,-4,-0.7,3,1,-3
CCN(CC)S(=O)(=O)c1ccc(Cl)c(NC(=O)COc2ccc3c(C)cc(=O)oc3c2)c1,-9,-6,-6,2,4,-4,-0.4,2,3,-3
O=C(CCN1C(=O)/C(=C/c2ccccc2F)SC1=S)NCCCn1ccnc1,0,1,16,-7,13,-2,-4.1,-22,-10,2
COc1ccc(N2CCN(C(=O)Cn3nnc(-c4ccc(N(C)C)cc4)n3)CC2)cc1,1,0,12,-1,0,2,-2.1,1,-1,/
Cc1cccc(C)c1OC(=O)C(c1ccccc1)c1ccccc1,-1,0,0,4,-1,2,-3.0,-1,1,-11
COc1ccc(C(CNC(=O)c2ccc(OCc3cscn3)cc2)N2CCCC2)cc1 (centres undefined),3,0,-10,-1,-2,4,1.3,5,0,3
Cc1c(-c2ccccc2)[nH]n2c(=O)c3c(nc12)CCCC3,-1,4,2,-8,-1,-4,-0.8,-3,1,-4
COC(=O)C1=C(N)OC2=C(C(=O)CC(C)(C)C2)C1c1cccs1 (centres undefined),2,2,9,6,1,5,-1.1,-2,4,3
Nc1c(-c2ccccc2)c(CN2CCOCC2)nn1-c1cccc([N+](=O)[O-])c1,3,-1,9,0,0,-5,0.7,7,8,5
O=C1OCC2=C1C(c1ccc3c(c1)OCO3)c1cc3c(cc1O2)OCO3 (centres undefined),2,-4,1,-1,-1,3,0.3,-1,0,4
Nc1ccc(N=Nc2ccccc2Cl)c(N)n1,-5,4,-13,10,-4,1,-0.8,19,-6,28
O=C(COc1ccc(Cl)cc1Br)NC(=O)NC1CCCC1,0,4,0,-1,1,-1,-3.2,-8,1,-15
O=c1[nH]c(=O)c2nnc(N/N=C\c3ccc(O)cc3)nc2[nH]1,-1,4,10,6,-2,2,-3.1,-1,-7,6
CN(C)C(=O)CN(c1ccc2c(c1)OCO2)S(C)(=O)=O,4,2,3,9,-2,3,0.4,-8,-1,2
O=C(c1ccc(=O)[nH]c1)N1CCN(S(=O)(=O)c2ccc(Cl)cc2)CC1,-1,1,-3,4,-2,-3,-2.4,0,-4,9
CCOC(=O)c1c(C)[nH]c(C(=O)OCC(=O)NCc2ccco2)c1C,-5,-1,9,-4,1,2,-1.7,-1,-1,-3
COc1ccc(C(C)=O)cc1COc1ccc(Cl)cc1Cl,0,-1,8,1,-2,-3,-0.4,0,-2,/
CN(CC(=O)Nc1cccc(F)c1)C(=O)CC1CC2CCC1C2 (centres undefined),-7,0,-9,2,4,9,2.2,3,1,-5
CCn1c(=O)cc(OCC(=O)N(C)C2CCCCC2)c2ccccc21,3,-2,7,-2,0,-9,-1.0,3,-1,-4

# Compound activity deposited in PubChem by The Scripps Research Institute Molecular Screening Center.
